# ALDH1A1 inh – inhibitors of human aldehyde dehydrogenase 1A1 | P00352 | Purified ALDH1A1, NADH fluorescence, propionaldehyde substrate | Potency, µM (titrated, usually from 75.3 µM), without a hit: at the top dose activity, negative = inhibition, hits mostly inhibitors | 7.3% of 220,000 active | AID 1030; active = well fitted inhibition curve with a large enough effect, not every such curve was filed as active; inconclusive = small, poorly fitted or top-dose-only effect, or another doubt; inactive = no such curve, though single readings can be large or run the other way;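 note: plate controls were no enzyme wells and a reference inhibitor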
# SMN2 splice enh – SMN2 splice variant enhancement | Potency, µM (highest dose often 46.1 µM), without a hit: at the highest dose activity change, positive = activation, usual class: activators | 2.8% of 210,000 active | AID 1458 | HEK293 SMN2-luciferase splicing reporter, luminescence, 30-36 h; note: % of control where 0% means no effect; nearly all actives have a fitted effect of over 55% in size
#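 HEK293 cells carry an SMN2 […]–luciferase reporter in which exon 7 inclusion puts luciferase in frame. Cells were plated 10-12 h before compound addition, then incubated 30-36 h at 37C. ONE-Glo luminescence was read; sodium butyrate at 4.5 mM final served as control.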
# RECQ1 helicase – RECQ1 (human) helicase inhibition. P46063. RECQ1 DNA unwinding, red fluorescence kinetic read. Potency, µM (highest dose often 57.3 µM), for the others: at the highest dose activity, negative = inhibition, most hits filed as inhibitors. 0.54% of 240,000 active. AID 2549;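 note: plate controls were vehicle for no effect and no enzyme for full effect; nearly all actives have a fitted effect of over 30% in size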
# Target sequence (P46063 whole entry, looked up): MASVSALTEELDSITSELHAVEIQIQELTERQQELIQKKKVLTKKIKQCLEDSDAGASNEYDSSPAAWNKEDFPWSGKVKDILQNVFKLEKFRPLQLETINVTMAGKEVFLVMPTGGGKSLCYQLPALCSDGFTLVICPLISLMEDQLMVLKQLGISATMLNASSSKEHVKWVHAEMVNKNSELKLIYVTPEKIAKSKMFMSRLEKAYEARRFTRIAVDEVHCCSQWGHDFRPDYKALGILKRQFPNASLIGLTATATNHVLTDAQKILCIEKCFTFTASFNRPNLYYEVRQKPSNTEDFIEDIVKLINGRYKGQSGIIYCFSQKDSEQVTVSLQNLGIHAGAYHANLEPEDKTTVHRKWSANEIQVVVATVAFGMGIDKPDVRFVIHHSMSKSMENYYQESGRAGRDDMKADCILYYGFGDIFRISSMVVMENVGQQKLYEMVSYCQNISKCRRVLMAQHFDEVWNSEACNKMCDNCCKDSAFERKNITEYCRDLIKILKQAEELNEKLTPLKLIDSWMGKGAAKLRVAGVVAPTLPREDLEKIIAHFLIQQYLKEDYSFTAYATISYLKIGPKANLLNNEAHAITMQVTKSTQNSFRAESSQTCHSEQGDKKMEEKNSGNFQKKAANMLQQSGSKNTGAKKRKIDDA
#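 RECQ1T1 50 nM; forked duplex (20 bp + 30-nt ss tails) 200 nM, ATP 2 mM final; pH 8.0, 2 mM MgCl2, 2.5 ug/ml poly(dI-dC); 15 min compound preincubation; discontinuous kinetic read over 2 h at RT.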
# Lamin A splicing – changes lamin A minigene splicing in HeLa cells | HeLa LMNA splicing GFP/RFP minigene ratio, 48 h | Potency, µM (highest dose often 46.1 µM), without a hit: at the top dose ratio change, negative = inhibition, actives largely listed as inhibitors | 0.01% of 200,000 active | AID 1487; active = well fitted inhibition curve with a large enough effect in the signal ratio, with a control signal flat, not every such curve was filed as active; inconclusive = small, poorly fitted or top-dose-only effect, or effect the other way, or a change in a side signal; the % refers to the signal ratio; note: % is set by controls: 0 for no effect and ±100 for the full control effect
#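 Read-out is the ratio of GFP to DsRed2 object intensity, acquired by 488 nm laser-scanning cytometry on HeLa lamin A-EGFP minigene reporter cells. Compound incubation 48 hrs at 37 °C in Opti-MEM with 2% FBS; DMSO 0.5% final.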
# TRb-SRC2 inh – disrupts binding of human TR beta to SRC2. Potency, µM (titrated, usually from 106 µM), for the others: at the top dose activity change, negative = inhibition, usual class: inhibitors. TRbeta-SRC2 peptide binding, fluorescence polarization; receptor liganded with 1 µM T3. P10828. 0.065% of 280,000 active;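 note: plate controls were bound peptide for no effect and peptide without receptor for full effect; nearly all actives have a fitted effect of over 50% in size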
#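 Human TRb LBD (0.6 uM) plus Texas Red-labeled SRC2 peptide (20 nM), 1uM T3, 5% DMSO, 5 hr at ambient temperature. Decreased polarization (555/632 nm) flags inhibition; data normalized to free and bound peptide controls.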
# TR SRC2 fluor cs – alters Texas Red total fluorescence, flagging assay interference; Potency, µM (series often up to 106 µM), for inactives: at the top dose fluorescence change, negative = quenching; 0.29% of 280,000 active; TRb/SRC2 Texas Red total fluorescence interference; active = well fitted curve in either direction with a large enough effect; inconclusive = small, poorly fitted or top-dose-only effect; note: % is set by controls: 0 for no effect and ±100 for the full control effect
#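 Human TRb ligand-binding domain at 0.6 uM with 20 nM Texas Red SRC2 peptide in Tris buffer containing 1 uM T3 and 5% DMSO, incubated with compound 5 h at ambient temperature. Total fluorescence (555/632 nm) calculated as parallel + 2 × perpendicular.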
# KDM4E inh – JMJD2E (human) inhibition. B2RXH2. JMJD2E catalytic domain, FDH-coupled NADH fluorescence (FDH is formaldehyde dehydrogenase). Potency, µM (top dose mostly 57.1 µM), for the others: at the top dose activity change, negative = inhibition, most hits filed as inhibitors. 1.6% of 230,000 active. AID 2147; active = well fitted inhibition curve with a large enough effect, not every such curve was filed as active; inconclusive = small, poorly fitted or top-dose-only effect, or another doubt; inactive = no such curve, though single readings can be large or run the other way;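 note: 0% = wells with enzyme and -100% = buffer wells without enzyme; nearly all actives have a fitted effect of over 50% in size; many of its hits are not listed in these tables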
# RGS12 GoLoco inh – blocks human Gai1 binding to RGS12 GoLoco peptide, red readout | P63096 | Gai1:RGS12 GoLoco peptide FP, rhodamine, 10 min | Potency, µM (series often up to 61.6 µM), for inactives: at the top dose activity, negative = inhibition, most hits filed as inhibitors | 0.44% of 230,000 active | AID 880; active = well fitted inhibition curve with a large enough effect, not every such curve was filed as active; inactive = no such curve, though single readings can be large or run the other way; note: % is set by controls: 0 for no effect and ±100 for the full control effect; nearly all actives have a fitted effect of over 30% in size; many of its hits are not listed in these tables
# Target sequence (P63096 whole entry, looked up): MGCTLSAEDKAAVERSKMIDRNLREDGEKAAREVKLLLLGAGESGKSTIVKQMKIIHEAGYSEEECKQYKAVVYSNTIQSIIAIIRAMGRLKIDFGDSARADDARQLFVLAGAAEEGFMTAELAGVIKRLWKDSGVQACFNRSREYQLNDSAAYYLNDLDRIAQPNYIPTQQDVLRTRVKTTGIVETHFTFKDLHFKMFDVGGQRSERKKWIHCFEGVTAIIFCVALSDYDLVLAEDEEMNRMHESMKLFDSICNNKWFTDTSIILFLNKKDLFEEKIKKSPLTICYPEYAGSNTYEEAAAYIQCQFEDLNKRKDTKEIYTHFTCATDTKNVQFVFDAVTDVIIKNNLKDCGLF
# Numbers without * were called inactive; i = inactive; ? = inconclusive; . = not tested or not shown; & = joins results of further samples; [ ] = dose if it differs, or a comment. Unless noted, calls come from the whole dose curve; as a rule, active = well fitted curve in the direction sought with a large enough effect; inconclusive = small, poorly fitted or top-dose-only effect, or another doubt; inactive = no such curve, though single readings can be large; an effect the other way counts as inactive or inconclusive. Potency is the fitted concentration of half-maximal effect. The list is partial; count on the stated rates, not on these rows.
entry	Structure	ALDH1A1 inh	SMN2 splice enh	RECQ1 helicase	Lamin A splicing	TRb-SRC2 inh	TR SRC2 fluor cs	KDM4E inh	RGS12 GoLoco inh
1	Cc1ccc(NC(=O)c2ccc(OCC3CCCO3)cc2)cc1 (stereo not drawn)	-1.1%	7.94µM*	-2.7%	?	-2.9%	-0.8%	-1.9%	-9.0%
2	O=C(/C=C/Nc1ccc([N+](=O)[O-])cc1)c1ccc(Br)cc1	5.5%	23.0%	i	2.6%	-8.6%	-2.9%	7.8%	-4.8%
3	CN(C)C(=O)CSc1nnc(CCN)o1	5.3%	-3.3%	3.8%	-0.1%	-7.4%	1.0%	2.3%	2.6%
4	Cc1nc(N)sc1C(=O)N1N=N1	?	.	-7.1%	.	2.2%	0.0%	8.1%	-0.4%
5	COc1cc(CN2CCC(C(=O)N3CCCC(C)C3)CC2)cc(OC)c1O (stereo not drawn)	?	3.8%	-11.9%	3.3%	-2.6%	-3.5%	?	-1.8%
6	CCO[C@@H]1OC(C(=O)N2CCN(Cc3ccccc3)CC2)=C[C@H](c2ccc(Br)cc2)[C@H]1CCCO	?	.	-24.8%	.	0.5%	-0.8%	-10.5%	5.1%
7	Cc1csc(SCC(=O)NC(C)c2ccccc2)n1 (stereo not drawn)	-1.4%	-7.8%	i	.	9.2%	1.7%	1.5%	-5.4%
8	c1ccc2c(c1)Nc1cc3ccccc3cc1S2	-3.6%	.	1.3%	-8.1%[46 µM]	-11.1%	-1.9%	-6.4%	8.3%
9	CC1=NN(Cc2c(C)nn(Cc3ccccc3)c2C)C(C)(C)C1	0.9%	-4.4%	-3.8%	.	-2.4%	-0.3%	-6.2%	0.9%
10	O=C(N/N=C/c1ccc([N+](=O)[O-])cc1)c1cc(-c2ccc3c(c2)OCO3)n[nH]1	.	.	-2.8%	.	-4.5%	-5.8%	15.8%	9.8%
11	C=CCNC(=S)Nc1sc2c(c1C#N)CCCC2	?	12.1%	i	-5.3%[46 µM]	-3.3%	1.0%	-8.8%	3.8%
12	NS(=O)(=O)c1ccc(N=Nc2c(=O)[nH]n3c(=O)c4c([nH]c23)CCCC4)cc1	-6.9%	.	-16.3%	.	3.7%	-16.9%	28.2µM*	-6.0%
13	COc1cccc([C@@H]2Oc3ccc(Br)cc3C(=O)[C@H]2OC(=O)NS(=O)(=O)c2ccc(C)cc2)c1	4.3%	?	-3.1%	.	3.9%	-1.6%	2.9%	-3.1%
14	CCCCCCNC(=O)Nc1ccccc1	?	18.5%	-8.4%	?	9.4%	0.5%	0.6%	-7.7%
15	O=C(CSc1nnc(-c2ccco2)n1Cc1ccccc1)NCc1ccccc1	-3.8%	-6.2%	-4.2%	-2.8%	-2.2%	1.3%	0.0%	0.1%
16	CN(C)CCCNc1ncnc2c1cnn2-c1ccccc1	-9.0%	5.1%	-14.6%	?	0.1%	-0.7%	?	8.3%
17	CC(=O)c1cccc(NC(=S)NC(=O)c2ccc(Cl)cc2)c1	25.1µM*	15.8µM*	-15.1%	?	9.1%	-4.2%	-3.0%	2.2%
18	NC(=O)c1cc2ccc(O)cc2oc1=Nc1ccccc1	?	-7.3%	-11.5%	24.2%	-0.7%	-11.6%	?	-0.1%
19	CNC(=S)NNc1nc(N2CCOCC2)nc(N2CCOCC2)n1	5.9%	13.2%	i	.	-8.8%	-1.8%	4.3%	-14.1%
20	O=C(N/N=C/c1c(O)ccc2ccccc12)c1ccc[n+](CCO)c1	-11.4%	1.8%	-7.8%	?	-5.1%	-2.2%	31.6µM*	9.7%
21	O=C1CC(c2ccccc2)CC(O)=C1C=NCc1ccc(Cl)cc1 (stereo not drawn)	13.8%	-25.0%	-9.0%	10.0%	0.9%	-2.0%	4.7%	-2.4%
22	COc1ccc(/C=C(\C#N)C(=O)NCc2cccnc2)cc1OC	0.7%	.	3.6%	1.2%[46 µM]	3.8%	-1.2%	-21.4%	3.9%
23	O=C(Nc1ccccc1F)c1ccc(S(=O)(=O)NCC2CCCO2)cc1 (stereo not drawn)	-5.1%	-19.7%	-14.5%	?	2.2%	-1.4%	-6.7%	3.1%
24	O=C(N/N=C/c1ccc([N+](=O)[O-])o1)c1sc2ccccc2c1Cl	.	.	i	.	5.1%	0.0%	-12.9%	10.9%
25	COCC(=O)Nc1ccc2nc3n(c(=O)c2c1)CCCCC3	.	.	-2.6%	.	6.5%	3.3%	-11.8%	0.0%

# 2 compounds picked at random from those above:
entry	Structure	ALDH1A1 inh	SMN2 splice enh	RECQ1 helicase	Lamin A splicing	TRb-SRC2 inh	TR SRC2 fluor cs	KDM4E inh	RGS12 GoLoco inh
7	Cc1csc(SCC(=O)NC(C)c2ccccc2)n1 (stereo not drawn)	-1.4%	-7.8%	i	.	9.2%	1.7%	1.5%	-5.4%
6	CCO[C@@H]1OC(C(=O)N2CCN(Cc3ccccc3)CC2)=C[C@H](c2ccc(Br)cc2)[C@H]1CCCO	?	.	-24.8%	.	0.5%	-0.8%	-10.5%	5.1%

# Other compounds.
entry	Structure	ALDH1A1 inh	SMN2 splice enh	RECQ1 helicase	Lamin A splicing	TRb-SRC2 inh	TR SRC2 fluor cs	KDM4E inh	RGS12 GoLoco inh
26	CCn1cc(Br)c(C(=O)N2CCN(c3ccccc3)CC2)n1	1.8%	?	i	-0.6%	-10.5%	2.2%	6.0%	5.9%
27	Cc1cccc(NC(=S)NNc2ncc(C(F)(F)F)cc2Cl)c1	28.2µM*	-50.4%[inhibitor]	-0.1%	?	-10.1%	-0.5%	-21.2%	15.9%
28	COc1ccc(NC(=O)COC(=O)C2CCCCC2)c([N+](=O)[O-])c1	?	3.1%	-2.3%	-10.8%	-16.0%	-3.6%	-5.5%	-15.7%
29	Cc1ccnc(NS(=O)(=O)c2ccccc2)n1	4.2%	18.2%	1.2%	-7.6%	3.2%	1.3%	3.4%	-8.0%
30	Cc1ccc2nsnc2c1S(=O)(=O)Nc1cccc2nsnc12	?	33.6%	-6.4%	13.2%	-23.1%	-1.3%	-23.3%	-1.1%
31	Cc1nc2ccc(NC(=O)c3cccc(S(=O)(=O)N(C)c4ccccc4)c3)cc2s1	?	-8.7%[1.84 µM]	-6.0%	?	-1.4%	1.2%	-3.9%	0.5%
32	CC(C)N1C(=O)/C(=C\c2nc3ccccc3c(=O)n2-c2ccccc2)c2ccccc21	?	-61.2%[inhibitor]	-9.2%	?	0.7%	-5.2%	0.9%	8.1%
33	Cc1ccc(-n2nc(C)c3c(C)c(CCC(=O)NCc4ccccc4)c(C)nc32)cc1	?	-1.5%	-5.2%	-0.1%	8.9%	2.0%	?	4.8%
34	CC(C)(C)C1CCC(=NNC(=O)C(=O)NC2CCCCC2)CC1 (stereo not drawn)	-1.8%	?	-0.7%	0.4%	9.7%	-1.6%	0.6%	1.3%
35	Cc1nc2ncnn2c(C)c1CCC(=O)N1CCCCC1	?	12.0%	-8.0%	-1.2%	-13.7%	1.5%	-0.9%	3.2%
36	O=C(COc1ncnc2scc(-c3ccc(Cl)cc3)c12)NCc1ccco1	-5.8%	-16.0%	-9.9%	?	-10.4%	0.7%	-3.5%	20.9%
37	COc1ccc(-c2nn(-c3ccccc3)cc2/C=N/Nc2ccc(S(N)(=O)=O)cc2[N+](=O)[O-])cc1OC	0.5%	-15.8%	?	-3.6%[46 µM]	-4.3%	2.1%	12.2%	24.8%
38	COc1ccc2c(c1)O[C@@H](c1cccc(C(F)(F)F)c1)[C@H](OC(=O)NCCc1ccc(OC)c(OC)c1)C2=O	3.3%&-8.0%	-8.0%&9.1%	-13.4%	?	-1.1%&-0.6%	-1.7%&-1.7%	-2.7%&-7.2%	-4.6%&-11.8%
39	CN(c1ccccc1)S(=O)(=O)c1ccc(NC(=S)NC(=O)c2ccccc2)cc1	10µM*	-15.9%	-8.6%	?	-1.9%	-2.7%	-14.7%	4.1%
40	O=c1nccc(NCc2ccco2)[nH]1	12.5%	-2.2%	-17.9%	5.6%	2.2%	1.5%	3.1%	-6.8%
41	O=C(N/N=C/c1cc(Cl)cc([N+](=O)[O-])c1O)c1ccccc1NS(=O)(=O)c1cccs1	.	.	-1.0%	.	-0.6%	-5.1%	6.31µM*	76.5%[activator]
42	O=C(CSc1nc2ncc(Br)cc2[nH]1)c1cccc([N+](=O)[O-])c1	?	1.6%	-23.2%	?	-5.4%	?	5.3%	14.6%
43	CCOC(=O)N1CCN(C(=S)Nc2ccc(C)cc2C)CC1	-5.3%	-4.7%	i	.	-17.9%	-0.2%	-3.1%	10.7%
44	Cc1c(CCCN)c2ccccc2n1Cc1ccccc1	?	-50.3%[inhibitor]	-23.1%	.	5.3%	-0.3%	?	27.5%
45	Cc1ccc(N=C2NC(=O)/C(=C\c3ccco3)S2)cc1	-11.1%	16.2%	-18.0%	5.1%	1.3%	-11.3%	-7.7%	17.8%
46	CC(=O)CCn1cnc([N+](=O)[O-])n1	-3.1%	-9.0%	-12.4%	.	2.4%	-1.4%	-6.2%	-0.1%
47	O=C(c1cc(Cl)ccc1Cl)N1CCOCC1	6.0%	-2.2%	-6.5%	3.8%	4.5%	-0.3%	?	0.5%
48	CCCCCCCCOC(=O)C(NC(=O)CCC(=O)Nc1ccc(S(N)(=O)=O)cc1)C(O)c1ccccc1 (stereo not drawn)	11.5%	12.6%	-8.5%	-19.0%	-3.6%	-0.7%	-6.3%	-0.6%
49	CC1=C(C)CC(C(=O)NNC(=O)c2csc3c2CCC(C(C)(C)C)C3)C(C(=O)O)C1 (stereo not drawn)	-1.5%	-5.1%	-4.0%	-2.6%	-6.3%	0.2%	0.9%	10.3%
50	Cc1ccc(S(=O)(=O)N(CCCO)CC(O)CON=C2c3ccccc3-c3ccccc32)cc1 (stereo not drawn)	8.91µM*	-10.3%	-15.0%	-11.8%	5.2%	13.2%	-24.0%	3.9%
51	CCN(CC)S(=O)(=O)c1ccc(NC=C(C#N)C#N)cc1	.	.	i	.	2.1%	-0.3%	-4.1%	6.2%

# Source: PubChem BioAssay (National Center for Advancing Translational Sciences (NCATS))
